# H69AR growth 86K = proliferation blockers of H69AR lung cancer cells, primary screen, cell-based, human, 86K library | 85,000 compounds, 6% hits | AID 598, 2007 | viability, % at 10 µM | H69AR lung tumor viability, ATP luminescence, 72 h; active compounds read low;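 active = viability at or below 40%; inactive = viability above 40%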;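 note: multidrug resistant small cell line overexpressing MRP-1 efflux transporter; 100% = mean luminescence of untreated control wells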
# Lung fibro prol = antiproliferative effect on LL 47 fibroblasts – human, LL 47 cells, CellTiter-Glo luminescence, primary screen | LL 47 human lung fibroblast viability, ATP luminescence; active compounds read low | viability, % at 10 µM | 85,000 compounds, 1.1% hits;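 active = viability at or below 50% in the single dose screen; inactive = viability above 50%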;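 note: compound exposure lasted 72 h before the ATP readout; 100% = median luminescence of untreated cell-only wells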
#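 test system = LL 47 human lung fibroblasts | amount = 1,150 fibroblasts seeded per well | medium = 15% FBS in IMEM | times = overnight cell rest, 72 h compound treatment at 37 °C | measured by = CellTiter-Glo luminescence measuring cellular ATP | read-out = viability percentage against median untreated-cell control | benchmarks = cell-only wells, no compound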
# ERa SRC1 inh = ERα–SRC-1 coactivator interaction inhibitors, primary screen, biochemical, TR-FRET, ERα LBD, estradiol-bound; Estrogen receptor (Homo sapiens), P03372; TR-FRET ER-alpha LBD / SRC-1 peptide; inhibition, % at 25.6 µM; 86,000 compounds, 1.7% hits; AID 629, 2007; in the data active = inhibition above about 50%;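 note: 0% = receptor plus peptide control and 100% = peptide only without receptor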
# MT1-MMP txn act = MT1-MMP promoter reporter activation – cell-based, luciferase luminescence, primary screen | activation factor at 10 µM | HT1080 MT1-MMP promoter luciferase reporter, overnight; active compounds read high | 86,000 compounds, 0.16% hits;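 active = activation factor of at least 2 for MT1-MMP transcription at 10 µM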
# ERa SRC1 pot = enhancers of ERα–SRC-1 coactivator binding, primary screen, biochemical, TR-FRET, ERα LBD, low estradiol; TR-FRET ERalpha-LBD/SRC-Cy5 coactivator binding, 2 h; 100 = basal binding, no effect; coactivator binding (% of control), % at 25.6 µM; 86,000 compounds, 1.3% hits; AID 639, 2007; in the data active = activity above about 200%;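 note: binding measured in presence of low estradiol as agonist stimulus; 0% = peptide alone without receptor and 100% = receptor with peptide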
# CD11b adhes enh = enhancers of CD11b/CD18 adhesion to fibrinogen, primary screen, K562 cells, luminescence; activation, % at 10 µM; ATPlite luminescence; 93,000 compounds, 0.07% hits;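 active = 10 µM primary screen giving 50% or more activity, confirmed by 40% or more on retest at that dose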; note: strong numbers were not always called active
# HUVEC prolif 384 = inhibitors of HUVEC proliferation, primary screen, cell-based, 384-well. CellTiter-Glo luminescence, 72 h; active compounds read low. viability, % at 10 µM (by protocol). 86,000 compounds, 1.1% hits. AID 648, 2007;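 active = viability at or below 30%; inactive = viability above 30%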;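 note: 100% = median luminescence of DMSO-only cell control wells on each plate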
# ERb coact inh = inhibitors of ERβ-SRC1 coactivator interaction, primary screen, biochemical, TR-FRET, ERβ LBD, SRC-1 peptide; inhibition, % at 25.6 µM; Estrogen receptor beta (Homo sapiens), Q92731; TR-FRET ER-beta LBD / SRC1-Cy5 peptide binding; receptor agonist-loaded with 1 µM estradiol; 86,000 compounds, 1.3% hits;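 active = compounds whose percent inhibition of the receptor-coactivator binding signal exceeds about 50% in the single-dose screen, limit read from the data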;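 note: 0% = receptor plus peptide wells without compound and 100% = peptide-only wells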
# Target sequence (Q92731 whole entry, looked up, the tested form may be a part): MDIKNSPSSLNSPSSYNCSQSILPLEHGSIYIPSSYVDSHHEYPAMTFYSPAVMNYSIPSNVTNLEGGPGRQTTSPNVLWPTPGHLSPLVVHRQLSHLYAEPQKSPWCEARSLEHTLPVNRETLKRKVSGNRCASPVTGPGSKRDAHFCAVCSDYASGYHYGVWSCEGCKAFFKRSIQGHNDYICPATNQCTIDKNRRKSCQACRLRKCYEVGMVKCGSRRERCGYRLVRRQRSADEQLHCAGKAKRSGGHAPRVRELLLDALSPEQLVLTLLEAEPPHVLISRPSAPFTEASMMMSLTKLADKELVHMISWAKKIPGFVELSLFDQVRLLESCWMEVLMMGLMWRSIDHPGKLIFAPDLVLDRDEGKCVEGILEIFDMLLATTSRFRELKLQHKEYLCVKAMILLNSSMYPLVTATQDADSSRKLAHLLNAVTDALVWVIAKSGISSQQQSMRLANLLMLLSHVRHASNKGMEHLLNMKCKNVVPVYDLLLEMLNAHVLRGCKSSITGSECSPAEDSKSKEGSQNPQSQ
# Smad3 FoxH1 inh = Smad3/FoxH1 peptide binding inhibitors, primary screen, biochemical, TR-FRET | TR-FRET Smad3/Dy647-FoxH1 peptide binding, europium anti-His | inhibition, % at 25 µM | 88,000 compounds, 0.29% hits;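 active = compounds that reduce the energy-transfer binding signal between the protein and its labelled peptide by more than half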;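 note: 0% = Smad3 plus labelled peptide maximal FRET and 100% = peptide-only background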
# Target sequence (P84022 whole entry, looked up): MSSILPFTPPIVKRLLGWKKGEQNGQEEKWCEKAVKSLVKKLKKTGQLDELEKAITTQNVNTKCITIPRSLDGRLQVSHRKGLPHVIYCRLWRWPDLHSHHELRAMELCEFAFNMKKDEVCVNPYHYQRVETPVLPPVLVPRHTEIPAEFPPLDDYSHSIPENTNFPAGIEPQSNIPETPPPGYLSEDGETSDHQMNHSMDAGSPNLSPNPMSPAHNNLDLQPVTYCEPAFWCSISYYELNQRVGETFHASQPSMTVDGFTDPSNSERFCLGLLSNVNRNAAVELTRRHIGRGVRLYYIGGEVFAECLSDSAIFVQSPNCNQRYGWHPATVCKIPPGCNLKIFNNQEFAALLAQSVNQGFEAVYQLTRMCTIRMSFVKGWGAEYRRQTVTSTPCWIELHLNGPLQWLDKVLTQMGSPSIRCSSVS
# * hit, by the source's call; · = not tested or not shown; [ ] = another dose, or the depositor's remark. A portion of the library, so the mix of outcomes need not match the whole.
SMILES,H69AR growth 86K,Lung fibro prol,ERa SRC1 inh,MT1-MMP txn act,ERa SRC1 pot,CD11b adhes enh,HUVEC prolif 384,ERb coact inh,Smad3 FoxH1 inh
CCCCN(C(=O)Cn1nnc2ccccc21)C(C(=O)NCCOC)c1ccccc1 (centres undefined),86,92,1,1.2,112,·,109,-4,-9
Cc1cc(Cl)ccc1N=c1ssnc1Cl,2.2*,101,7[fluorescence artefact?],1.1,55,1,40,4[fluorescence artefact?],2
COc1ccc(OC)c(S(=O)(=O)Nc2ccccc2C)c1,108,92,-2,1.1,75[fluorescence artefact?],3,89,-11,-6
CC(=O)N1CCc2cc(S(=O)(=O)NC(C(=O)Nc3nc(C)cs3)C(C)C)ccc21 (centres undefined),104,95,4,1.2,100,-4,95,16,5
CCN(CC)c1ccc2cc(-c3nc4ccccc4n3C)c(=O)oc2c1,20*,51,-10,0.7,124,-6,21*,3,-16
O=C(O)CCCc1nc2ccccc2s1,86,93,-8[fluorescence artefact?],0.8,95,6,82,-24[fluorescence artefact?],14[fluorescence artefact?]
Cc1ccc(Cn2c(=O)c3ccccc3n3c(CCC(=O)O)nnc23)cc1,97,99,-1,1.1,107[fluorescence artefact?],·,102,-11,-7
COc1ccc(CNC(=O)CN(C(=O)c2ccc(CN3CCOCC3)o2)C2CCCC2)cc1,96,106,-3,1.1,117,·,102,-1,7
O=C(Nc1cccc2ccccc12)c1ccc(Br)o1,82,107,4,1.3,102,0,91,8[fluorescence artefact?],2
CCc1ccccc1NC(=O)CSc1nnc([C@H](CCSC)NC(=O)OC(C)(C)C)o1,94,98,1,1.2,130,9,99,-7,2
Cc1cc(N(C(=O)c2ccco2)C(C(=O)NC2CCCCC2)c2ccccc2)ccc1-n1cnnn1 (centres undefined),39*,88,-11,1.3,122,-3,99,-9,2
O=C(CCSc1nc(-c2ccco2)cc(C(F)(F)F)n1)NCCc1ccccc1,55,97,-4,1.3,101,8,98,-5,2
O=C(Nc1ccc(Br)cn1)C1CCCN1S(=O)(=O)c1ccccc1 (centres undefined),89,91,-5,1,90,·,102,-4,-10
CCOC(=O)C1CCCN(C(=O)c2ccc(OC(C)=O)cc2)C1 (centres undefined),197,94,2,1.1,134,-4,93,1,2
O=C(N/N=C/c1ccco1)c1cc(-c2ccc3ccccc3c2)n[nH]1,1.8*,76,35[fluorescence artefact?],1.1,109[fluorescence artefact?],0,3.7*,29,-1

# Three compounds from above, sorted by the value under MT1-MMP txn act, high to low:
Molecule | ERa SRC1 inh | MT1-MMP txn act | ERa SRC1 pot | CD11b adhes enh | ERb coact inh | Smad3 FoxH1 inh
CC(=O)N1CCc2cc(S(=O)(=O)NC(C(=O)Nc3nc(C)cs3)C(C)C)ccc21 (centres undefined) | 4 | 1.2 | 100 | -4 | 16 | 5
O=C(Nc1ccc(Br)cn1)C1CCCN1S(=O)(=O)c1ccccc1 (centres undefined) | -5 | 1 | 90 | · | -4 | -10
O=C(O)CCCc1nc2ccccc2s1 | -8[fluorescence artefact?] | 0.8 | 95 | 6 | -24[fluorescence artefact?] | 14[fluorescence artefact?]

# (list continues)
SMILES,H69AR growth 86K,Lung fibro prol,ERa SRC1 inh,MT1-MMP txn act,ERa SRC1 pot,CD11b adhes enh,HUVEC prolif 384,ERb coact inh,Smad3 FoxH1 inh
CC1=C(C(=O)OC(C)C)C(c2cccc(F)c2)N2C(=O)C(C)SC2=N1 (centres undefined),108,107,11,1,104,-3,103,0,4
COc1ccc(-n2cnnc2SCc2cnc(-c3ccccc3)s2)cc1,101,95,-4,1.1,101,-2,93,-5,1
CCOC(=O)N1CCC(NC(=O)c2ccc3nc4ccccc4c(=O)n3c2)CC1,65,102,-3,1,111,1,105,2,1
COC(=O)C1=CN(C)C=C(C(=O)OC)C1c1ccc(O)c(OC)c1,93,103,-1,1.2,109,-4,96,-5,-7
O=C(Nc1ccccc1C(=O)NCC1CCCO1)c1ccco1 (centres undefined),96,112,-8,1.2,104,-5,109,-13,1
CCOC(=O)N1CCN(C(=O)c2ccc(NC(=O)CC)cc2)CC1,88,112,0,1.1,82,-2,92,4,-3
CCN(CC)S(=O)(=O)c1cc(C(=O)Nc2nncs2)c(Cl)cc1Cl,71,94,30,1,115,30,72,16,-5
O=C1NCCCC1C(=O)Nc1cccc(C(F)(F)F)c1 (centres undefined),104,107,5,1.1,108,-4,104,14[fluorescence artefact?],-21
O=C(Nc1nc(-c2ccccc2Cl)cs1)c1cccnc1,102,105,17,1,123,29,106,19,-3
Cn1cc(S(=O)(=O)N2CCc3ccccc3C2)c(=O)n(C)c1=O,92,92,6,1.1,90[fluorescence artefact?],-3,90,8,3
CCOC(=O)N1CCN(CCC(=O)Nc2ccc(OC)cc2)CC1,92,93,-9,·,119,-1,95,-4,2
CCn1c(=O)n(CC)c2cc(S(=O)(=O)NCCOc3ccccc3)c(C)cc21,85,96,-4,1,100[fluorescence artefact?],2,97,-1,6[fluorescence artefact?]
O=C(COc1nnnc2ccccc12)N1CCCc2ccccc21,86,103,-1,1.1,109[fluorescence artefact?],0,91,-2,-7
Cc1cc(N2C(=O)CC(Cc3ccc(Cl)cc3)C2=O)no1 (centres undefined),95,104,5,1.2,98,·,97,4,-1
COc1ccc(C2(O)CCN(C(=O)c3c(F)cccc3F)CC2)cc1,91,95,-13,1.1,101[fluorescence artefact?],-9,89,-20,7

# Some of these compounds in order of length of the SMILES, falling:
SMILES,H69AR growth 86K,Lung fibro prol,ERa SRC1 inh,MT1-MMP txn act,ERa SRC1 pot,CD11b adhes enh,HUVEC prolif 384,ERb coact inh,Smad3 FoxH1 inh
CCOC(=O)N1CCC(NC(=O)c2ccc3nc4ccccc4c(=O)n3c2)CC1,65,102,-3,1,111,1,105,2,1
CCOC(=O)N1CCN(C(=O)c2ccc(NC(=O)CC)cc2)CC1,88,112,0,1.1,82,-2,92,4,-3
COc1ccc(-n2cnnc2SCc2cnc(-c3ccccc3)s2)cc1,101,95,-4,1.1,101,-2,93,-5,1
O=C(COc1nnnc2ccccc12)N1CCCc2ccccc21,86,103,-1,1.1,109[fluorescence artefact?],0,91,-2,-7

# Two compounds from above, showing only H69AR growth 86K and Smad3 FoxH1 inh:
mol	H69AR growth 86K	Smad3 FoxH1 inh
O=C(Nc1nc(-c2ccccc2Cl)cs1)c1cccnc1	102	-3
Cn1cc(S(=O)(=O)N2CCc3ccccc3C2)c(=O)n(C)c1=O	92	3

# Going on with the list:
SMILES,H69AR growth 86K,Lung fibro prol,ERa SRC1 inh,MT1-MMP txn act,ERa SRC1 pot,CD11b adhes enh,HUVEC prolif 384,ERb coact inh,Smad3 FoxH1 inh
CCOc1ccc(NC(=O)CN2CCN(CC(=O)Nc3ccc(F)cc3)CC2)cc1,30*,89,-14,1.1,109,·,98,-6[fluorescence artefact?],-9
CCC1CCCCN1C(=O)N[C@@H](Cc1ccccc1)C(=O)O (some centres undefined),93,104,9,1.1,114,-1,92,0,-9
CC(=O)c1c(C)[nH]c(C(=O)COc2cc(C)ccc2C(C)C)c1C,61,86,-15,0.9,114,-1,73,4,-10
Cc1[nH]nc2c1/C(=N\O)CC(C)(C)C2,102,105,1,1.2,99,1,97,1,13
CCOC(=O)N1CCN(C(=O)CSc2nnc(-c3ccc(Cl)s3)o2)CC1,95,91,-3,1.1,93,0,109,-2,2
Cc1ccc(OCc2nnc(SCC(=O)Nc3nccs3)n2-c2ccccc2)cc1C,85,93,-3,1,106,-4,53,-6,0
c1ccc(-c2cc3c(ccc4nonc43)nn2)cc1,101,·,-7,1.1,119,1,94,-1,-2
Cc1ccc(C(=O)NC2CC(C)(C)NC(C)(C)C2)cc1C,94,94,-7,1,108[fluorescence artefact?],-1,96,-9[fluorescence artefact?],4
O=C(CCN1C(=O)COc2ccccc21)NCCN1CCN(c2ccccc2F)CC1,88,93,5,1.1,122,0,96,-12,-2
CCOC(=O)N1CCN(C(=O)CN(C)S(=O)(=O)c2ccc3c(c2)C(C)(C)C(=O)N3C)CC1,84,97,0,1.3,126[fluorescence artefact?],·,87,-2,1[fluorescence artefact?]
O=C1Nc2ccccc2N(O)N1c1cc(-c2cccc(Cl)c2)no1,108,114,-6,1,93,-1,108,-4,-8
Nc1nnc(-c2ccncc2)s1,96,102,6,1.2,113,-2,92,7[fluorescence artefact?],6
Nc1ccc(-c2n[nH]c(=O)c3ccccc23)cc1N,85,100,15,1.2,88[fluorescence artefact?],-2,92,20,2
COc1ccc(CCNC(=O)c2ccc3c(c2)NC(=O)C(N2CCOCC2)S3)cc1OC (centres undefined),88,99,3,0.9,102[fluorescence artefact?],-2,93,-3,10[fluorescence artefact?]
CCC(=O)Nc1nc(CC(=O)Nc2ccccc2OC)cs1,96,98,-4,1.3,106,·,86,-7,5
COc1cccc(C2=NOC(C(=O)Nc3ccc(C(C)=O)cc3)C2)c1 (centres undefined),96,102,-6,1.6,86,·,106,-15,11
COc1ccc(-c2c3c(=O)n(C)c(=O)n(C)c3c3nnc4ccccc4n23)cc1,78,100,5,1,102,·,101,7[fluorescence artefact?],-2
CN(CC(O)COc1ccc(OCC(O)CN(C)C2CCCCC2)cc1)C1CCCCC1 (centres undefined),95,95,-3,1.2,104,0,81,-7,3
COc1ccc(OC)c(NC(=O)CSCC(=O)O)c1,93,98,-5,1.2,114[fluorescence artefact?],7,105,-6,6
O=C(NC1CCCCC1)C(c1ccccc1)N1CCc2ccccc21 (centres undefined),75,83,99*[fluorescence artefact?],·,95,-2,100,-1,10
O=C1c2ccccc2C(=O)N1CCCCN(C(=O)c1ccco1)c1ccc(Cl)cc1,87,106,2,1.2,108,-4,109,-2,10
CCOc1ccc2nc(NC(=O)c3cnc(C)cn3)sc2c1,62,70,15,1.1,61,39,72,6,6
CC(=O)NC1C(=O)N=C(SCC(=O)NC2CCCCC2)NC1=O (centres undefined),104,94,-7,1,108,2,97,-7,12[fluorescence artefact?]
CCOC(=O)c1cn[nH]c1N,95,97,2,1.1,111,5,86,0[fluorescence artefact?],2
CCN(CC)c1ccc(/C=c2/sc3nnc(-c4ccccc4C)n3c2=O)cc1,20*,88,41[fluorescence artefact?],1,413*[fluorescence artefact?],9,68,28[fluorescence artefact?],12[fluorescence artefact?]
CCN1CCc2c(C#N)c(N3CCCCC3)nc(N3CCOCC3)c2C1,77,89,-8,1.1,113,2,88,-5,6
O=C(Nc1ccccc1)Nc1ccc2snnc2c1,13*,101,-111[fluorescence artefact?],1.8,163[fluorescence artefact?],·,53,-109[fluorescence artefact?],5

# Screening data deposited in PubChem BioAssay by several laboratories.
